Compound activity from PubChem BioAssay.
POLI inh: qHTS for Inhibitors of Polymerase Iota | DNA polymerase iota (Homo sapiens), Q9UNA4 | Pol iota fluorescent replication assay, 10 min | Potency, µM (titrated, usually from 115 µM), without a hit: top-dose activity, negative = inhibition, hits mostly inhibitors | actives 1% (n = 390,000) | AID 588590, 2011
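Pol iota at 10 nM preincubated 15 min with compounds at room temperature; reaction started with fluorescent substrate, 50 nM final. Fluorescence read kinetically at 0 and 10 min; buffer-only wells as negative control.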
BAZ2B inh: qHTS Assay for Inhibitors of BAZ2B | actives 4.4% (n = 360,000) | Potency, µM (titrated, usually from 114 µM), without a hit: at the top dose activity change, negative = inhibition, usual class: inhibitors | Bromodomain adjacent to zinc finger domain protein 2B (Homo sapiens), Q9UIF8 | AID 504333, 2011 | AlphaScreen BAZ2B-H3K14Ac peptide displacement; note: % is set by controls: 0 for no effect and ±100 for the full control effect; nearly all actives have a fitted effect of over 60% in size
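AlphaScreen displacement: compounds (up to 110uM) incubated 30 min at room temperature with a preformed 50 nM BAZ2B/50 nM biotinylated H3K14Ac peptide complex in PBS pH 7.4 with Tween-20. Donor and acceptor beads at 10 ug/mL final added, 20 min light-protected before reading.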
Pin1 inh: qHTS Assay to Find Inhibitors of Pin1; Peptidyl-prolyl cis-trans isomerase NIMA-interacting 1 (Homo sapiens), Q13526; Pin1 FP peptide displacement, HiFluor488, 10 min; Potency, µM (doses to about 115 µM), without a hit: at the top dose activity, negative = inhibition, hits mostly inhibitors; actives 0.009% (n = 390,000); active = well fitted inhibition curve with a large enough effect in the polarisation, with a control signal flat, not every such curve was filed as active; inconclusive = small, poorly fitted or top-dose-only effect, or effect the other way, or a change in a side signal; inactive = no such curve, though single readings can be large or run the other way; the % refers to the polarisation; note: % is set by controls: 0 for no effect and ±100 for the full control effect
Target sequence (Q13526 whole entry, looked up): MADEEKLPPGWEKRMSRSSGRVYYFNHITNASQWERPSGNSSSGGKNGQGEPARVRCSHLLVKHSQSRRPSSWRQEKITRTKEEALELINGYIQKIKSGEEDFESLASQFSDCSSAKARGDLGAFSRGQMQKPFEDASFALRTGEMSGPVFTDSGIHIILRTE
HP1b binding inh: HTS for Inhibitors of HP1-beta Chromodomain Interactions with Methylated Histone Tails | Chromobox protein homolog 1 (Homo sapiens), P83916 | actives 0.56% (n = 390,000) | Potency, µM (top dose mostly 114 µM), for inactives: at the top dose activity change, negative = inhibition, actives largely listed as inhibitors | AlphaScreen HP1-beta / biotin-H3K9me3 peptide binding; note: nearly all actives have a fitted effect of over 70% in size; inactives centre near 23
Target sequence (P83916 whole entry, looked up): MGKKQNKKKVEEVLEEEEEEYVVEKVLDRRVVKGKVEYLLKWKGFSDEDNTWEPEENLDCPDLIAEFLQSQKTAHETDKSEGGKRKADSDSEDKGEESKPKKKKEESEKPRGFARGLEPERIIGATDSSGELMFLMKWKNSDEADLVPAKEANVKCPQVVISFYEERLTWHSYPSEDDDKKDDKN
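AlphaScreen: HP1-beta (50 nM) preformed 30 min with biotin-H3(1-18)K9me3 peptide (50 nM) in PBS pH 7.4, 0.01% Tween-20. Compound added for 30 min at RT, then streptavidin donor/nickel chelate acceptor beads (10 ug/mL) for 30 min.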
JMJD2A Tudor inh: qHTS Assay for Inhibitors of JMJD2A-Tudor Domain | AlphaScreen JMJD2A-Tudor / H3K4me3 peptide binding | Lysine-specific demethylase 4A (Homo sapiens), O75164 | actives 4.4% (n = 390,000) | AID 504339, 2011 | Potency, µM (highest dose often 114 µM), inactives show at the top dose activity change, negative = inhibition, most hits filed as inhibitors; note: % is set by controls: 0 for no effect and ±100 for the full control effect; nearly all actives have a fitted effect of over 50% in size
Tb PGK inh: qHTS Assay to Find Inhibitors of Phosphoglycerate Kinase; Potency, µM (titrated, usually from 57.5 µM), for inactives: at the highest dose activity change, negative = inhibition, actives largely listed as inhibitors; PGK/GAPDH coupled, Kinase-Glo luminescence, 60 min; actives 0.043% (n = 380,000); note: % is set by controls: 0 for no effect and ±100 for the full control effect; nearly all actives have a fitted effect of over 60% in size
Target sequence (P07378 whole entry, looked up): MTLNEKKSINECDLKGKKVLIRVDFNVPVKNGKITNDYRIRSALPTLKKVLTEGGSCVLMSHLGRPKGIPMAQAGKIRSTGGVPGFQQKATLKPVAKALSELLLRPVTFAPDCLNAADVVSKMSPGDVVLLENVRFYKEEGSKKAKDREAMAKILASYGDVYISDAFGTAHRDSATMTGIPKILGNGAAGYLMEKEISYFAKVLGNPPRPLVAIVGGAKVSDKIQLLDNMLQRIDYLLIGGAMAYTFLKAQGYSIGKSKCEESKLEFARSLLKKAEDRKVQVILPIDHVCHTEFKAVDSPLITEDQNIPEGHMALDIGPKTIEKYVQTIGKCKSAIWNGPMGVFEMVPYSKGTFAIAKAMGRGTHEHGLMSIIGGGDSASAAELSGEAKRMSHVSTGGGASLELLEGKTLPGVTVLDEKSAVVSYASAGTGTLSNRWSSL
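Recombinant glycosomal PGK reaction used 1,3-bisphosphoglycerate generated in-well by GAPDH (100nM final) in 100mM TEA pH 7.6, 5mM MgCl2, 0.01% Tween-20. After 60 minutes at room temperature, ATP was read by Kinase-Glo Plus luminescence end-point.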
GLS inh: qHTS for Inhibitors of Glutaminase (GLS); Glutaminase kidney isoform, mitochondrial (Homo sapiens), O94925; GLS enzymatic activity, qHTS titration; Potency, µM (doses to about 45.5 µM), for the others: at the top dose activity change, negative = inhibition, actives largely listed as inhibitors; actives 0.21% (n = 410,000); AID 624170, 2012; note: % is set by controls: 0 for no effect and ±100 for the full control effect
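Compounds were pin-transferred onto hKGA, after which L-glutamine (1 mM solution) and a detection mix of glutamate oxidase, HRP and Amplex Red were added. Initial and 30 min RT fluorescence reads were collected.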
G9a block: qHTS Assay for Inhibitors of Histone Lysine Methyltransferase G9a; Histone-lysine N-methyltransferase EHMT2 (Homo sapiens), Q96KQ7; G9a H3K9 monomethylation, AlphaScreen, 2 h; Potency, µM (highest dose often 102 µM), inactives show top-dose activity, negative = inhibition, hits mostly inhibitors; actives 8.8% (n = 350,000); AID 504332, 2011; note: % is set by controls: 0 for no effect and ±100 for the full control effect; nearly all actives have a fitted effect of over 75% in size
Target sequence (Q96KQ7 913-1193 limits assumed): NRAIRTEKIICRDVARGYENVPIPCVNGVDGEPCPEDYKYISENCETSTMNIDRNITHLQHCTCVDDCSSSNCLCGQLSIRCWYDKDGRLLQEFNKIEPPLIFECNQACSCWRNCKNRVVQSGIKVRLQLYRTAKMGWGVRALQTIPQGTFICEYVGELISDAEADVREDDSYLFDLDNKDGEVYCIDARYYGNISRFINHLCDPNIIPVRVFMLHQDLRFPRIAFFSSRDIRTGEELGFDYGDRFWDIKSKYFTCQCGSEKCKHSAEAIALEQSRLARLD
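Quantitative HTS format: methyltransferase activity on a biotin-tagged H3K9 peptide is measured by AlphaScreen, using a rabbit anti-monomethyl-H3K9 antibody with streptavidin donor and anti-IgG acceptor beads. Final levels are 20 nM enzyme, 500 nM peptide, 20 uM SAM; 2 h RT.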
BLM helicase inh: qHTS Assay for Inhibitors of Bloom's syndrome helicase (BLM) | recombinant BLM DNA unwinding, fluorescence dequenching | Potency, µM (series often up to 56.1 µM), without a hit: at the top dose activity change, negative = inhibition, most hits filed as inhibitors | actives 0.2% (n = 350,000) | AID 2528, 2010;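 note: plate controls were vehicle for no effect and no enzyme for full effect; nearly all actives have a fitted effect of over 35% in size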
The depositor's hits bear a star; i = inactive; u = inconclusive; x = not tested or not shown; [ ] = dose if it differs, or a comment. Unless noted, calls come from the whole dose curve; as a rule, active = well fitted curve in the direction sought with a large enough effect; inconclusive = small, poorly fitted or top-dose-only effect, or another doubt; inactive = no such curve, though single readings can be large; an effect the other way counts as inactive or inconclusive. Potency is the fitted concentration of half-maximal effect. This is a subset, so the mix of outcomes need not match the whole.

POLI inh | Tb PGK inh | GLS inh | BLM helicase inh | G9a block | HP1b binding inh | BAZ2B inh | JMJD2A Tudor inh | Pin1 inh | compound
-8.6% | -2.4% | -3.7% | -2.6% | x | 15.5% | -18.4% | 0.0% | -7.6% | CC(=O)SC1CC(=O)N(c2c(C)cccc2C)C1=O (stereo unspecified)
18.0% | -6.3% | 0.3% | -5.7% | -1.0%[59 µM] | 31.7% | -2.7% | -6.5% | -1.3% | O=C(C1CCCN(S(=O)(=O)c2ccc(Br)s2)C1)N1CCN(c2cccc(Cl)c2)CC1 (stereo unspecified)
9.3% | -5.7% | -5.1% | -4.0% | 50.1µM* | 60.3%[activator] | u | -32.6% | -7.1% | Cc1ccc(S(=O)(=O)n2nnc3ccccc32)c(C)c1C
2.2% | i | 2.9% | 1.0% | 22.1%[2.33 µM] | 52.1% | -2.0% | -10.0% | 3.9% | COc1cccc(-c2nnc(NC(=O)c3ccc(S(=O)(=O)N(CC(C)C)CC(C)C)cc3)o2)c1
u | -7.9% | 5.4% | -8.5% | x | 44.7%[activator] | -11.8% | -4.0% | 2.2% | Fc1ccc(CNC(=S)Nc2ccccc2F)cc1
u | 4.1% | 1.2% | -2.4% | -19.4%[59 µM] | 2.5% | -2.7%[57.1 µM] | -29.1% | 2.7% | CC(C)(C)OC(=O)N1CCC(c2c(C(=O)NCCc3ccsc3)cnn2-c2ccccc2Cl)CC1
21.5% | i | 1.4% | -3.6% | 21.1%[59 µM] | 20.9% | 3.1% | -27.8% | 43.7%[activator] | COc1ccc(S(=O)(=O)N(CC(=O)Nc2ccc(S(=O)(=O)N3CCOCC3)cc2)Cc2ccc(F)cc2)cc1
-5.8% | 7.7% | 47.7%[activator] | -3.9% | x | 35.2% | 0.7% | 8.9% | -0.6% | O=C(N/N=C\c1ccc[nH]1)c1cncc(Br)c1
u | -8.3% | -13.4% | -3.2% | 132.6%[activator] | 82.3%[activator] | 49.5%[activator] | 61.5%[activator] | -7.7% | COc1ccc(N2C(=O)C(F)(F)C2c2cccc(F)c2)cc1 (stereo unspecified)
-17.9% | i | 3.2% | 1.3% | u | 14.0% | -25.8% | -24.1% | -1.1% | COc1ccc(OC)c(S(=O)(=O)n2nc(-c3ccccc3)cc2N)c1
28.8% | -2.3% | -10.9% | -0.9% | 53.3%[activator] | 34.4% | -9.7% | -9.7% | -8.8% | O=C(Cc1ccc(Cl)cc1Cl)Nc1ccncc1
23.9% | -9.2% | 5.7% | -4.0% | u | 18.5% | -18.0% | -14.7% | -5.6% | CC1=C(C(=O)Nc2ccccc2)C(CC(C)C)n2nc(SCc3ccccc3C)nc2N1 (stereo unspecified)
u | -9.5% | 4.1% | x | x | 111.6%[activator] | x | 39.7%[activator] | u | CC(C)CNC(=O)COC(=O)c1c2c(nc3ccccc13)/C(=C\c1cccs1)CC2
-11.0% | x | 8.6% | -3.4% | 44.7µM* | 31.5% | 9.8% | -24.8% | -1.1% | CCOC(=O)c1sc(NC(=O)c2ccc(S(=O)(=O)N3CCOCC3)cc2)nc1-c1ccccc1
23.3% | -5.0% | -1.9% | -10.3% | u | 37.3% | 9.2% | -7.9% | 1.9% | O=C(C[n+]1cccc(CNC(=O)c2ccc(OC(F)F)cc2)c1)Nc1ccccc1Cl
15.3% | 6.0% | 3.5% | -7.2% | -5.8% | 31.1% | 6.4% | -13.5% | 6.9% | CCOC(=O)c1c(NC(=O)Cn2c(C)nc3ccccc32)sc2c1CCC2
-2.6% | -8.4% | 6.0% | -6.9% | 19.5%[12.7 µM] | 10.0% | 0.6% | -23.1% | 16.1% | COc1ccc(/C=N/NC(=O)c2ccccc2Cl)cc1CSc1nc2ccccc2s1
-12.8% | x | 3.6% | -2.3% | -18.6%[59 µM] | 22.0% | -1.9% | -7.7% | 0.9% | CCOc1ccccc1NC(=O)N1CCc2cc(S(=O)(=O)N3CCC(C)CC3)ccc21
19.3% | -8.4% | -23.3% | -0.6% | 135.7%[activator] | 128.1%[activator] | 44.5%[activator] | 106.8%[activator] | -5.2% | Cc1cc(-c2ccccc2)n(-c2ccccc2)n1
-9.6% | -8.9% | -1.3% | -0.1% | 3.6% | 10.4% | -10.7% | -7.8% | 3.7% | Cc1c(C)c2c(OCC(=O)NCC(C)C)cc3c(c2oc1=O)CCC(C)(C)O3
7.2% | i | 8.0% | x | x | 32.3% | x | -9.4% | 1.5% | CCN(C(=O)COC(=O)CN1C(=O)c2ccccc2C1=O)c1ccccc1
79.0%[activator] | -5.2% | 50.8%[activator] | -1.2% | 25.2%[59 µM] | 27.7% | -20.8% | -1.7% | 25.8% | Cc1cc(C)cc(NC(=O)C(OC(=O)c2sccc2C)c2ccccc2)c1 (stereo unspecified)
0.8% | i | -18.2% | -7.6% | u | 46.3% | 8.9% | 0.0% | -2.7% | COC(=O)CSC1=C(C#N)C(c2ccc(C)cc2)C2=C(CCCC2=O)N1 (stereo unspecified)
-5.3% | -0.7% | 2.2% | -2.3% | -6.6% | 50.7%[activator] | -0.3% | -13.5% | 0.3% | COc1ccc(C(=O)O/N=C(\N)c2ccc(Cl)cc2)cc1
6.9% | -1.9% | -7.1% | -3.9% | -0.9%[59 µM] | 39.7% | 6.7% | -7.9% | -1.2% | O=C(c1ccc(Br)o1)N1CCN(c2ncccn2)CC1
3.5% | -4.0% | 16.6% | -4.5% | u | 1.0% | 2.6% | 56.2µM* | u | Cc1c(C(=O)Nc2ccc(N3CCOCC3)cc2)oc2ccccc12
8.3% | 3.0%[11.5 µM] | 22.9% | -0.3% | 8.1%[12.7 µM] | 22.4% | -22.9% | 0.0% | -4.2% | CCC(=O)Nc1ccc(S(=O)(=O)N2CCN(c3ccc(F)cc3)CC2)cc1
33.6%[activator] | -4.3% | -1.1% | -2.0% | -39.5% | 38.0%[activator] | -0.7% | -1.4% | -11.6% | O=C(O)CCSc1nc2ccccc2n1-c1ccccc1
20.8% | -3.4% | 4.0% | 1.1% | 10.9% | 37.0% | -6.5% | -15.0% | -2.1% | COc1cccc(CNS(=O)(=O)c2cc3c(cc2C)NC(=O)CO3)c1
13.4% | -1.0% | -5.3% | -2.5% | -10.7% | 44.3%[activator] | -1.6% | -7.7% | -2.7% | Cc1ccccc1NS(=O)(=O)c1nnc(NC(=O)CC(C)C)s1

Reprinted from above, four compounds:
POLI inh | Tb PGK inh | GLS inh | BLM helicase inh | G9a block | HP1b binding inh | BAZ2B inh | JMJD2A Tudor inh | Pin1 inh | compound
8.3% | 3.0%[11.5 µM] | 22.9% | -0.3% | 8.1%[12.7 µM] | 22.4% | -22.9% | 0.0% | -4.2% | CCC(=O)Nc1ccc(S(=O)(=O)N2CCN(c3ccc(F)cc3)CC2)cc1
33.6%[activator] | -4.3% | -1.1% | -2.0% | -39.5% | 38.0%[activator] | -0.7% | -1.4% | -11.6% | O=C(O)CCSc1nc2ccccc2n1-c1ccccc1
20.8% | -3.4% | 4.0% | 1.1% | 10.9% | 37.0% | -6.5% | -15.0% | -2.1% | COc1cccc(CNS(=O)(=O)c2cc3c(cc2C)NC(=O)CO3)c1
13.4% | -1.0% | -5.3% | -2.5% | -10.7% | 44.3%[activator] | -1.6% | -7.7% | -2.7% | Cc1ccccc1NS(=O)(=O)c1nnc(NC(=O)CC(C)C)s1

(further entries)
POLI inh | Tb PGK inh | GLS inh | BLM helicase inh | G9a block | HP1b binding inh | BAZ2B inh | JMJD2A Tudor inh | Pin1 inh | compound
21.1% | 0.7% | 8.0% | -3.1% | -4.6%[59 µM] | 29.6% | -4.7% | 6.2% | 19.5% | CC(=O)Nc1ccc(Nc2nc3ccc(C)cc3n3nnnc23)cc1
-11.1% | -2.2% | -4.3% | -1.6% | 3.4% | 39.6%[activator] | 5.3% | 0.7% | 4.8% | CC(=O)c1ccc(N2CCN(C(=O)c3ccc(NC4=NC5CS(=O)(=O)CC5S4)cc3)CC2)cc1 (stereo unspecified)
35.5µM* | -9.9% | -14.4% | -14.9% | x | -20.6% | 70.8µM* | u | 6.0% | COC(=O)N/N=C/c1ccc(OC(=O)/C=C/c2ccco2)cc1
-22.8%[58.9 µM] | -3.8% | 8.3% | -0.5% | u | 41.5%[activator] | -3.2% | -11.6% | 1.9% | C(=N\Nc1nncc2ccccc12)/c1ccccc1
7.5% | -7.8% | -4.5% | -4.1% | -8.5%[59 µM] | 3.8% | -3.1% | 2.5% | -5.7% | CCCCCCn1c(SCCN2CCOCC2)nc2c1c(=O)[nH]c(=O)n2C
22.2% | 6.1% | 0.0% | -2.6% | u | 35.5% | -14.9% | -16.1% | 3.0% | CCOC(=O)N1CCN(C(=S)NC(=O)C23CC4CC(CC(C4)C2)C3)CC1
5.2% | -7.0% | 0.6% | -11.7% | -11.3% | 45.4%[activator] | 5.2% | -8.3% | 18.8% | O=C(CCCC(=O)OCC(=O)c1ccc(Cl)cc1Cl)Nc1cc(C(F)(F)F)ccc1Cl
27.6% | i | -2.0% | -5.2% | -2.5% | 63.0%[activator] | -25.8% | -14.5% | -2.5% | CCCc1cc(=O)oc2cc(C)cc(OC(C)C(=O)NCCCn3ccnc3)c12 (stereo unspecified)
-8.5% | -8.7% | -2.2% | -10.2% | -4.8%[59 µM] | 28.6% | x | -8.7% | 69.6%[activator] | CC(C)OCCCNC(=O)c1ccc2c(c1)N(Cc1c(F)cccc1Cl)C(=O)c1ccccc1S2
21.9% | -7.5% | 1.5% | -0.3% | 30.1% | 31.0% | -15.8% | 2.7% | 3.1% | CCCc1nnc(NC(=O)CCC(=O)N2CCN(Cc3cc(F)ccc3OC)CC2)s1
